HTRA1 inh: inhibitors of human serine peptidase HTRA1; Q92743; recombinant HTRA1, FP-rhodamine activity-based probe, fluorescence polarization; inhibition, % at 5.96 µM; 0.5% of 340,000 active; AID 504803; in the data active = inhibition above about 36%;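 note: 0% = enzyme with DMSO and 100% = wells lacking enzyme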
SIAE primary: inhibitors of human sialic acid acetylesterase SIAE; Q9HAT2; SIAE FP-Rh probe binding, fluorescence polarization; inhibition, % at 9.66 µM; 0.69% of 370,000 active; AID 1053197;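 active = inhibition above a cutoff: mean of compounds within the control limits plus 3 SD of those, cut at about 17% in these data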;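 note: 0% = plate median of compound wells and 100% = probe without SIAE protein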
Target sequence (Q9HAT2 whole entry, looked up): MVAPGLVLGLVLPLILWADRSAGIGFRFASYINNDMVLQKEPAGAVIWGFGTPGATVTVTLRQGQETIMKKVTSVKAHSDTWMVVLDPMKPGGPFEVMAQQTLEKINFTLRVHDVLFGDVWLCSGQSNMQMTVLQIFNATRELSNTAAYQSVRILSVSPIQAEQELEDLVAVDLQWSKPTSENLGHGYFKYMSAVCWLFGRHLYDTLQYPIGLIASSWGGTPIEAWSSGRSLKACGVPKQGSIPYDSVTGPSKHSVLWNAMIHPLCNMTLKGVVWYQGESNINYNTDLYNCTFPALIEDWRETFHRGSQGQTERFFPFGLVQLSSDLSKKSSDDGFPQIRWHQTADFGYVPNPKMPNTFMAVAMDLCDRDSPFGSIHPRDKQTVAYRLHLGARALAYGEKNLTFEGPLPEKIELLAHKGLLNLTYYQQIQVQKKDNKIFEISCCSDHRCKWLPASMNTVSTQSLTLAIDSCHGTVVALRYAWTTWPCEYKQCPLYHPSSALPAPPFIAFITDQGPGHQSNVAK
NPR1 activator: GC-A (human) enzyme activation; 0.14% of 370,000 active; activation, % at 10 µM; AID 1671463; P16066; HEK293 GC-A cells, cGMP TR-FRET, EC30 ANP; 0% at EC30 ANP, 100% saturating ANP; in the data active = activation above about 40%
ABHD4 inh: inhibitors of mouse ABHD4. Q8VD66. AID 720543. purified mABHD4, FP-Rh probe fluorescence polarization. inhibition, % at 8.92 µM. 0.54% of 370,000 active;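 active = inhibition exceeding the mean over every tested compound plus 3 SD, cut at about 30% in these data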;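 note: 0% = plate median of compound wells and 100% = S159A mutant with DMSO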
Target sequence (Q8VD66 whole entry, looked up): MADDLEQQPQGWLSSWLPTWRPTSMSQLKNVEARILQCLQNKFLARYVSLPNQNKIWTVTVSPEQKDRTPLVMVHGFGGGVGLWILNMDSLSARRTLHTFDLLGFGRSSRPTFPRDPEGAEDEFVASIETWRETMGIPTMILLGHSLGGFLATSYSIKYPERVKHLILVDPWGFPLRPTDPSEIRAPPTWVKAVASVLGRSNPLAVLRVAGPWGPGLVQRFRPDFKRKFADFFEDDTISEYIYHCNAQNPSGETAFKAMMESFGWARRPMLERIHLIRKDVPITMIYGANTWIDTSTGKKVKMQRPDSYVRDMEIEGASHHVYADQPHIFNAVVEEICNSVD
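Material: mouse ABHD4 enzyme, wild type; Benchmarks: S159A mutant high control, sample median low control; Buffer or medium: HEPES pH 7.0, NaCl, Pluronic buffer; Signal: fluorescence polarization; Read-out: percent inhibition of probe binding, normalized to plate controls; Timing: pre-incubation 45 min, probe exposure 60 min, at 25 °C; Dosing: 8.92 µM, single dose.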
PRMT1 FP inh: PRMT1 (human) inhibition, primary screen. inhibition, % at 2.79 µM. recombinant PRMT1, activity-based probe fluorescence polarization. AID 652257. 1.3% of 370,000 active;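 active = inhibition above about 21% made by adding two undisclosed values, limit read from the data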
UHRF1 MBD2 ctr: blocks human UHRF1 binding to methylated DNA. Q96T88. inhibition, % at 4.4 µM. 0.75% of 370,000 active. UHRF1 binding to methylated oligo, TR-FRET. AID 687016; in the data active = inhibition above about 21%;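 note: UHRF1 SRA domain binding a hemimethylated CpG hairpin DNA probe; 0% = median of test compound wells and 100% = reference inhibitor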
NPR2 activator: GC-B (human) receptor activation; P20594; HEK293-GC-B cells, CNP EC30, cGMP TR-FRET; 0% at EC30 CNP, 100% saturating CNP; activation, % at 10 µM; 0.11% of 370,000 active; AID 1920062;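 active = activation at 10 µM reaching about 35% in either raw or pattern-adjusted values, limit read from the data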
TCR CD3 inh: human TCR-CD3 binding inhibition | TAMRA-labeled TCR probe fluorescence, biochemical | inhibition, % at 9.4 µM | 0.37% of 360,000 active | AID 651800; in the data active = inhibition above about 19%;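 note: recombinant mutant TCR 2C K166C tagged with TAMRA read by polarization; 0% = receptor in buffer alone and 100% = receptor with positive control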
rCAG binder: r(CAG) repeat RNA binding. TO-PRO-1 dye displacement fluorescence. inhibition, % at 3 µM. 1.3% of 370,000 active. AID 651821;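 active = inhibition above the plate cutoff, the mean of all test compounds on that plate plus 3 SD, cut at about 35% in these data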;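 note: 0% = DMSO alone and 100% = 100 µM mitoxantrone as full dye displacement; higher means more dye released from RNA so lower well fluorescence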
MBD2 inh: blocks human MBD2 binding to methylated DNA; Q9UBB5; TR-FRET, MBD2 binding to methylated oligonucleotide; inhibition, % at 4.4 µM; 0.31% of 370,000 active; AID 686964; in the data active = inhibition above about 13%
* = called active by the depositor; . = no result given. A portion of the library; the hit share may differ from the screen's.

SMILES	HTRA1 inh	SIAE primary	NPR1 activator	ABHD4 inh	PRMT1 FP inh	UHRF1 MBD2 ctr	NPR2 activator	TCR CD3 inh	rCAG binder	MBD2 inh
CCCC(C(=O)Nc1ccncc1)c1ccccc1 (centres undefined)	3	-4	0	-3	-2	0	-6	7	0	3
O=C(COC(=O)c1cccnc1SCC(=O)NCc1ccccc1)NCc1ccccc1	-6	3	-1	-3	-1	-1	3	0	1	6
Cc1cccc(CS(=O)(=O)Cc2ccc(C(=O)NCCN3CCCCC3C)o2)c1 (centres undefined)	-1	3	-2	-8	-1	1	0	2	-3	4
CCOC(=O)c1ccc(NC(=O)Cn2nnc3ccccc32)cc1	2	-7	4	0	-1	-3	6	8	-1	2
Nn1c(SCC(=O)Nc2ccc(C(=O)O)cc2)nnc1-c1ccco1	.	4	3	5	-1	-2	1	.	1	-1
Cc1ccc(S(=O)(=O)NCC(=O)N(CC(=O)NC2CCCC2)CC2CCCO2)cc1 (centres undefined)	-7	3	2	4	1	-1	2	-5	-1	5
COc1cccc(C(=O)NCC2CCCN(C(=O)c3ccc(C=O)cc3)C2)c1OC (centres undefined)	-3	1	0	2	-5	0	-2	-1	-3	2
O=C(O)c1cc(N2C(=O)CCC2=O)ccc1NCc1cccnc1	10	3	0	4	-8	-1	3	-5	1	-4
O=C(NCc1ccccn1)c1cc(Br)ccc1Cl	-3	-2	1	-3	-2	1	4	6	0	-5
Cc1ccc(CN2CCc3c(OCc4ccc(F)cc4)cccc3C2=O)cc1	-53	-7	1	-6	1	0	3	7	-1	1
NC(=O)c1ccc(NCCc2ccccc2)c([N+](=O)[O-])c1	-8	-5	2	3	-3	-9	-12	8	0	-6
O=C(NNS(=O)(=O)c1ccccc1[N+](=O)[O-])c1ccccc1[N+](=O)[O-]	6	3	0	6	0	-3	-1	7	1	1
Cc1cc(Cl)ccc1OCCn1cncn1	12	-2	5	0	1	2	4	8	-2	0
COCc1cn(-c2ccc3c(c2)[C@]2(CC(=O)N(C)C2c2ccccc2)C(=O)N3CC(C)C)nn1 (some centres undefined)	.	3	0	2	-1	2	-2	.	-3	1
CCC(C)(C)n1nnnc1C(c1ccccc1F)N1CCN(C(=O)c2ccco2)CC1 (centres undefined)	-2	9	-5	6	-2	-3	2	-5	-6	1
C=CCSC1=C(C#N)C2(CCCCC2)C(C#N)C(=O)N1 (centres undefined)	-6	4	1	-6	-2	-3	1	6	-1	2
NC(=O)C1CCN(C(=O)COCc2cc(-c3ccc4c(c3)OCO4)on2)CC1	6	-1	-1	-9	7	5	0	-5	0	4
CCNC(=O)NC(=O)C(C)OC(=O)c1oc2ccccc2c1CSC1CCCCC1 (centres undefined)	0	1	-1	2	-3	0	-1	4	0	-4
O=C(CN1CCOCC1)Nc1ccc(Br)cc1	9	2	3	1	-2	1	-2	-4	4	-8
CCC(C)c1ccccc1N1CC(C(=O)N(C)CC(=O)Nc2cccc(F)c2)CC1=O (centres undefined)	-1	-3	-2	-2	4	0	0	4	-6	4
CCCCn1c(SCC(=O)OCC)nc2c1c(=O)[nH]c(=O)n2C	0	-6	-1	4	4	3	-1	-3	-3	6
Cc1ccc(-c2ccc(CCC(=O)O)n2NC(N)=S)cc1	1	4	-2	5	4	-3	2	4	4	-3
Cc1ccc(NS(=O)(=O)c2ccc(C(=O)OCC(=O)N3CCCCC3)cc2)cc1	0	-2	-2	-1	1	0	-8	-3	4	3
CC1CN(c2ccc([N+](=O)[O-])cn2)CC(C)O1 (centres undefined)	3	-1	-4	1	-3	0	-1	1	-1	-3

As entered above.
Nn1c(SCC(=O)Nc2ccc(C(=O)O)cc2)nnc1-c1ccco1 | MBD2 inh = -1
C=CCSC1=C(C#N)C2(CCCCC2)C(C#N)C(=O)N1 (centres undefined) | PRMT1 FP inh = -2

Remaining list, next part:
SMILES	HTRA1 inh	SIAE primary	NPR1 activator	ABHD4 inh	PRMT1 FP inh	UHRF1 MBD2 ctr	NPR2 activator	TCR CD3 inh	rCAG binder	MBD2 inh
Cc1cc(C(=O)COc2ccc([N+](=O)[O-])cc2)c(C)n1C1CC1	2	-3	1	-2	0	-1	5	7	-2	1
O=C(O)c1ccc(NS(=O)(=O)c2ccc(NC(=O)c3ccccc3Cl)cc2)cc1	2	-8	5	-3	4	-1	0	-7	3	5
COC(=O)[C@]12C[C@H](CC(=O)NCc3ccccc3)C(=O)N(CCc3ccc(OC)c(OC)c3)C1=C[C@H](C1CCCC1)O[C@@H]2C	.	0	0	-2	0	0	7	.	6	3
Oc1ccc2[nH]cc(-c3cccs3)c2c1-c1ccccc1	.	2	-2	27	5	-2	2	.	9	-8
CCN(CC)CCNC(=O)C(=O)NCC1OCCN1S(=O)(=O)c1cccs1 (centres undefined)	0	8	1	0	0	0	4	0	0	-1
NC(=O)c1ccccc1NC(=O)CCN1C(=O)c2ccccc2C1=O	8	-5	4	6	-2	-2	0	2	-3	0
O=C(Nc1ccc(N2CCCCC2)c(Cl)c1)c1ccc(N2CCOCC2)c([N+](=O)[O-])c1	-4	13	-3	-1	2	0	2	-6	2	0
Cc1cc(C)c2cc(C(=O)Nc3ccc(C)c(F)c3)[nH]c2c1	-16	0	-2	-5	-1	2	-4	-4	14	3
CC(C)CC1(C(=O)NCc2ccccn2)C=CCN1C(=O)c1ccccc1 (centres undefined)	1	-8	1	-1	0	2	6	-10	2	2
O=C1C=C(Nc2ccccc2)CC(c2ccccc2)C1 (centres undefined)	-1	-1	2	4	-4	-1	-6	7	1	-3
COc1ccc(NC2CCCN(C(=O)COc3ccc(C)cc3)C2)cc1 (centres undefined)	0	7	0	10	2	-1	4	6	-6	0
Cc1cccc(NC(=O)CN2C(=O)N/C(=C/c3ccc(-c4cccc(C(=O)O)c4C)o3)C2=O)c1	-12	9	1	5	10	0	-5	6	33	-6

Record cards (already shown):
`CCN(CC)CCNC(=O)C(=O)NCC1OCCN1S(=O)(=O)c1cccs1` (centres undefined) is entered as HTRA1 inh = 0; SIAE primary = 8; NPR1 activator = 1; ABHD4 inh = 0; PRMT1 FP inh = 0; UHRF1 MBD2 ctr = 0; NPR2 activator = 4; TCR CD3 inh = 0; rCAG binder = 0; MBD2 inh = -1
`Cc1cccc(NC(=O)CN2C(=O)N/C(=C/c3ccc(-c4cccc(C(=O)O)c4C)o3)C2=O)c1` is entered as HTRA1 inh = -12; SIAE primary = 9; NPR1 activator = 1; ABHD4 inh = 5; PRMT1 FP inh = 10; UHRF1 MBD2 ctr = 0; NPR2 activator = -5; TCR CD3 inh = 6; rCAG binder = 33; MBD2 inh = -6

Rewritten as comma-separated lines: entries from further up
Structure,HTRA1 inh,SIAE primary,NPR1 activator,ABHD4 inh,PRMT1 FP inh,UHRF1 MBD2 ctr,NPR2 activator,TCR CD3 inh,rCAG binder,MBD2 inh
C=CCSC1=C(C#N)C2(CCCCC2)C(C#N)C(=O)N1 (centres undefined),-6,4,1,-6,-2,-3,1,6,-1,2
NC(=O)C1CCN(C(=O)COCc2cc(-c3ccc4c(c3)OCO4)on2)CC1,6,-1,-1,-9,7,5,0,-5,0,4
CCNC(=O)NC(=O)C(C)OC(=O)c1oc2ccccc2c1CSC1CCCCC1 (centres undefined),0,1,-1,2,-3,0,-1,4,0,-4
O=C(CN1CCOCC1)Nc1ccc(Br)cc1,9,2,3,1,-2,1,-2,-4,4,-8
CCC(C)c1ccccc1N1CC(C(=O)N(C)CC(=O)Nc2cccc(F)c2)CC1=O (centres undefined),-1,-3,-2,-2,4,0,0,4,-6,4

Next part.
SMILES	HTRA1 inh	SIAE primary	NPR1 activator	ABHD4 inh	PRMT1 FP inh	UHRF1 MBD2 ctr	NPR2 activator	TCR CD3 inh	rCAG binder	MBD2 inh
CC(NC(=O)CCl)c1ccccc1Br (centres undefined)	3	3	3	-4	2	-4	0	10	-1	3
CCOC(=O)c1nnn(-c2nonc2-c2ccccc2)c1C	-4	-1	-1	4	2	3	-10	8	0	-6
O=C1CCCN2N=C(SCC(=O)Nc3cccc(Cl)c3)SC2=N1	-2	-4	1	1	-4	0	1	6	4	-1
CCCN1CNc2c(c(=O)[nH]c(=S)n2CCc2ccccc2)C1	1	0	0	6	-2	0	-5	3	-1	0
CCn1c(-c2ccc(F)cc2)n[nH]c1=S	-3	-6	-2	-5	2	7	5	-6	3	8
COCCCNC(=S)NNC(=O)c1csc(C)n1	-2	-3	5	8	0	0	3	0	-1	-4
O=C(Nc1ccc(N=Nc2ccccc2)c(NC(=O)C2CCCO2)c1)C1CCCO1 (centres undefined)	-3	3	5	4	5	-2	8	1	4	0
O=C(COC(=O)c1ccc2ncsc2c1)Nc1ccccc1Cl	-11	5	-6	1	11	-3	-3	-1	4	-1
CNS(=O)(=O)c1ccc(N2CCCC2=O)c([N+](=O)[O-])c1	1	-1	2	5	0	5	4	1	-2	5
Cc1ccc(OCc2nnc(SCC(=O)N3c4ccccc4Sc4ccc(Cl)cc43)o2)cc1	1	-3	2	-4	0	-2	-7	3	3	5
CCOc1cccc(C(=O)Nc2nnc(-c3ccco3)s2)c1	-7	-7	-1	10	2	-4	0	-2	9	-2
O=c1[nH][nH]c(=O)c2c1[nH]c(=S)n2Cc1ccccc1	0	-2	1	-2	8	0	0	2	3	8

3 entries picked at random from those above:
SMILES	HTRA1 inh	SIAE primary	NPR1 activator	ABHD4 inh	PRMT1 FP inh	UHRF1 MBD2 ctr	NPR2 activator	TCR CD3 inh	rCAG binder	MBD2 inh
CC(NC(=O)CCl)c1ccccc1Br (centres undefined)	3	3	3	-4	2	-4	0	10	-1	3
O=C(O)c1ccc(NS(=O)(=O)c2ccc(NC(=O)c3ccccc3Cl)cc2)cc1	2	-8	5	-3	4	-1	0	-7	3	5
CCNC(=O)NC(=O)C(C)OC(=O)c1oc2ccccc2c1CSC1CCCCC1 (centres undefined)	0	1	-1	2	-3	0	-1	4	0	-4

(continued)
SMILES	HTRA1 inh	SIAE primary	NPR1 activator	ABHD4 inh	PRMT1 FP inh	UHRF1 MBD2 ctr	NPR2 activator	TCR CD3 inh	rCAG binder	MBD2 inh
COC(=O)/C=C1/SC(=NC(=O)c2ccccc2)NC1=O	-1	-7	1	-13	8	5	-1	-1	7	11
COc1cccc(N=Cc2c[nH][nH]c2=O)c1	12	3	0	9	0	-6	-3	11	4	12
O=C(COC(=O)c1c[nH]c2ccccc12)Nc1cccc(F)c1	-22	-9	8	-15	-8	1	-1	4	4	-6
COc1ccccc1-c1cc(C(=O)NCCc2ccccc2)no1	-15	-6	3	-20	-1	-1	-7	0	-4	1
Cc1cccc(-n2c(SCC(=O)N3CCC(C(=O)O)CC3)nc3ccccc3c2=O)c1C	3	5	-6	5	2	-2	-7	-3	3	0
S=C(NC1CC2CCC1C2)N1CCN(c2cccc(Cl)c2)CC1 (centres undefined)	-23	7	1	-5	2	2	1	-3	-2	7
CC(C)c1cc(C(N)=O)c(NC(=O)c2cccc(COc3ccc(Cl)cc3)c2)s1	-77	-56	8	-20	-1	-1	2	2	16	-2
CC(C)CNC(=O)[C@H](Cc1ccccc1)NC(=O)c1cccs1	-4	9	-8	-1	1	0	-3	5	-2	-4
COc1cccc(CNCc2cc(OC)cc(OC)c2)c1	3	4	-19	4	4	4	-18	4	-3	2
CCCC(=O)Nc1nnc(-c2ccc(Cl)s2)o1	3	0	2	-18	-1	2	2	-1	1	2
NS(=O)(=O)c1ccc(CCNC(=O)CSc2nc3ccccc3c(=O)n2CCC(=O)N2CCCCC2)cc1	2	0	2	0	1	3	-1	8	-5	-6
Clc1ccc2nc(-c3ccco3)c(Cc3ccsc3)n2c1	.	4	7	4	47*	18	-5	0	33	1

High-throughput results (PubChem)
